TrxR1 substrate: rat thioredoxin reductase 1 substrate activity | purified TrxR1 substrate turnover, NADPH consumption readout | Potency, µM (titrated, usually from 114 µM), inactives show at the top dose activity change, negative = substrate turnover | 390,000 compounds, 0.01% hits | AID 588456; also: potency is read from the fitted curve at half-maximal effect; % is scaled to controls: 0 for no effect and ±100 for the full control effect; nearly all actives have a fitted effect of over 50% in size
Target sequence (O89049 whole entry, looked up): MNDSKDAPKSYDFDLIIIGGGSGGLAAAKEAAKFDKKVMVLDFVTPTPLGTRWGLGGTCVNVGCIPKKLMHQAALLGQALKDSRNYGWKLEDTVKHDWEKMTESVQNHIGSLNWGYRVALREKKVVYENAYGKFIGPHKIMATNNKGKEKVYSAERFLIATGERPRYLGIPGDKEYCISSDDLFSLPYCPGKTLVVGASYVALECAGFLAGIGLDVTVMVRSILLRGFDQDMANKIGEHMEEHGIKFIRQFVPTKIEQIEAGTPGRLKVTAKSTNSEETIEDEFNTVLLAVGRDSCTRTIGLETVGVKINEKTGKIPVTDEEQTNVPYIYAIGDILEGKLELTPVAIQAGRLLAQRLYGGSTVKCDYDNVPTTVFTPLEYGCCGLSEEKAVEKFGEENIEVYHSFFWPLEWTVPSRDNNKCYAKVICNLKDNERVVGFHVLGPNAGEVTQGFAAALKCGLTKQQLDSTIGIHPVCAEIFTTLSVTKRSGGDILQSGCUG
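Rat TrxR1, dispensed at 90 nM, was prereduced with 400 uM NADPH (final) for 5 min at ~22 deg C, then incubated with compound 15 min before 400 uM selenite. A first-read NADPH fluorescence drop versus no-compound background flagged substrates.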
HP1b chromo inh: inhibitors of HP1-beta chromodomain binding to methylated histone tails | Potency, µM (top dose mostly 114 µM), inactives show at the highest dose activity change, negative = inhibition, usual class: inhibitors | P83916 | 390,000 compounds, 0.56% hits | AlphaScreen HP1-beta / biotin-H3K9me3 peptide binding | AID 540317; also: potency is read from the fitted curve at half-maximal effect; nearly all actives have a fitted effect of over 70% in size; inactives centre near 23
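HP1-beta protein (50 nM final) preincubated 30 min at room temperature with biotinylated H3(1-18)K9me3 peptide (50 nM) in PBS pH 7.4, 0.01% Tween-20, then compound added for 30 min. AlphaScreen streptavidin donor/nickel chelate acceptor beads (10 ug/mL final), 30 min dark, luminescence read.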
mIDH1 inhibitor: inhibitors of human mutant IDH1 R132H | O75874 | IDH1-R132H enzyme, NADPH consumption, diaphorase/resazurin fluorescence | Potency, µM (top dose mostly 76.6 µM), inactives show at the highest dose activity change, negative = inhibition, actives largely listed as inhibitors | 390,000 compounds, 0.093% hits; also: potency is read from the fitted curve at half-maximal effect; % is scaled to controls: 0 for no effect and ±100 for the full control effect; nearly all actives have a fitted effect of over 65% in size
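IDH1-R132H (0.5 ug/mL dispensed) in pH 7.5 Tris buffer was preincubated 30 min with compound, then given a substrate mix of 0.016 mM NADPH and 2 mM alpha-KG for 80 min at room temperature; remaining NADPH was read by diaphorase/resazurin fluorescence.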
PGK inhibitor: T. brucei PGK inhibition; PGK/GAPDH coupled, Kinase-Glo luminescence, 60 min; Potency, µM (titrated, usually from 57.5 µM), for the others: top-dose activity change, negative = inhibition, hits mostly inhibitors; 380,000 compounds, 0.043% hits; AID 602233; also: potency is read from the fitted curve at half-maximal effect; % is scaled to controls: 0 for no effect and ±100 for the full control effect; nearly all actives have a fitted effect of over 60% in size
Target sequence (P07378 whole entry, looked up): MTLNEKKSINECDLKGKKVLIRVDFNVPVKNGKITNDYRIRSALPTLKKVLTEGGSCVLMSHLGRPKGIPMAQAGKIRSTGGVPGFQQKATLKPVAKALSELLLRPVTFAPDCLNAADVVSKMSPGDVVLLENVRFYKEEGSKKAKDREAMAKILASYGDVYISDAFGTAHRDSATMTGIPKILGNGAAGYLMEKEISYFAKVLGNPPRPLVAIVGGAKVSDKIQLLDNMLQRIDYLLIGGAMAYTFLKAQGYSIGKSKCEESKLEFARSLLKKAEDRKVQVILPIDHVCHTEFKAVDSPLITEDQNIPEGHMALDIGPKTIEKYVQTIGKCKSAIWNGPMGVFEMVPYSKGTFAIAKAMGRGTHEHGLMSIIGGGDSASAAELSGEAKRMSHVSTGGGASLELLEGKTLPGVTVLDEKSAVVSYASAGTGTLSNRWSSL
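Recombinant glycosomal PGK reaction used 1,3-bisphosphoglycerate generated in-well by GAPDH (100nM final) in 100mM TEA pH 7.6, 5mM MgCl2, 0.01% Tween-20. After 60 minutes at room temperature, ATP was read by Kinase-Glo Plus luminescence end-point.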
GLS inh: inhibitors of human glutaminase (GLS); GLS enzymatic activity, qHTS titration; Potency, µM (highest dose often 45.5 µM), without a hit: at the highest dose activity change, negative = inhibition, most hits filed as inhibitors; 410,000 compounds, 0.21% hits; also: potency is read from the fitted curve at half-maximal effect; % is scaled to controls: 0 for no effect and ±100 for the full control effect
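Assay buffer: 45 mM KH2PO4 pH 8.2, 0.02% Tween-20. hKGA acts on L-glutamine (1 mM solution added); product glutamate is reported by an oxidase/peroxidase Amplex Red coupling, with fluorescence taken at baseline and 30 min.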
Pin1 inh: inhibitors of human Pin1; Q13526; Pin1 FP peptide displacement, HiFluor488, 10 min; Potency, µM (series often up to 115 µM), for the others: at the highest dose activity, negative = inhibition, actives largely listed as inhibitors; 390,000 compounds, 0.009% hits; active = well fitted inhibition curve with a large enough effect in the polarisation, with a control signal flat, not every such curve was filed as active; inconclusive = small, poorly fitted or top-dose-only effect, or effect the other way, or a change in a side signal; inactive = no such curve, though single readings can be large or run the other way; the % refers to the polarisation; also: potency is read from the fitted curve at half-maximal effect; % is scaled to controls: 0 for no effect and ±100 for the full control effect
Target sequence (Q13526 whole entry, looked up): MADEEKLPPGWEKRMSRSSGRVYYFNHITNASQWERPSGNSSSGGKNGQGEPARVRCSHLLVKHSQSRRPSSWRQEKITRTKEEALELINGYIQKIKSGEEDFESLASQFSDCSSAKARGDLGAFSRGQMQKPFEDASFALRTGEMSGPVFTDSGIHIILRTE
USP1 inh: USP1/UAF1 (human) deubiquitinase inhibition. recombinant USP1/UAF1, Ub-Rhodamine cleavage fluorescence. Potency, µM (top dose mostly 57.1 µM), for inactives: at the top dose activity change, negative = inhibition, most hits filed as inhibitors. 390,000 compounds, 0.23% hits; also: potency is read from the fitted curve at half-maximal effect; % is scaled to controls: 0 for no effect and ±100 for the full control effect; nearly all actives have a fitted effect of over 60% in size; inactives centre near -12
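USP1/UAF1 complex (1 nM) preincubated 15 min at room temperature with compound, then Ub-Rho substrate (150 nM final) added. Kinetic fluorescence at 480/540 nm over 6 reads at 60 s intervals; 50 mM HEPES pH 7.8, 0.5 mM EDTA, 0.1 mg/ml BSA, 1 mM TCEP, 0.01% Tween-20.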
PI4K2A block: blocks human PI4K2A kinase activity; Q9BTU6; purified PI4K2A, ADP-Glo luminescence, 1 h; hits give low values; activity change, negative = inhibition, % at 76.9 µM; 420,000 compounds, 0.13% hits; in the data active = activity change below about -50%; inconclusive = mostly about -30% to -49%;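 also: -100% = wells without enzyme as full effect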
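In this quantitative HTS, ADP production by PI4K2A was quantified luminescently after 1 h at ambient temperature; 100 microM adenosine served as plate-quality control.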
TrxR1 inh: inhibitors of rat thioredoxin reductase 1 | O89049 | 390,000 compounds, 1% hits | AID 588453 | recombinant rTrxR1, NADPH fluorescence consumption, selenite substrate | Potency, µM (titrated, usually from 114 µM), without a hit: at the highest dose activity change, negative = inhibition, hits mostly inhibitors; also: potency is read from the fitted curve at half-maximal effect; % is scaled to controls: 0 for no effect and ±100 for the full control effect; nearly all actives have a fitted effect of over 65% in size
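Rat TrxR1 (90 nM in the dispensed reagent) was pre-reduced with 400 uM NADPH for 5 min at room temperature, then incubated with compound for 15 min. After 400 uM selenite was added, NADPH fluorescence (Ex 340/Em 450 nm) was followed for 8 min.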
An asterisk follows results filed as active; i = inactive; ? = inconclusive; . = no result given; [ ] = another dose, or the depositor's remark. Unless noted, calls follow the shape of the dose curve; as a rule, active = well fitted curve in the direction sought with a large enough effect; inconclusive = small, poorly fitted or top-dose-only effect, or another doubt; inactive = no such curve, though single readings can be large; an effect the other way counts as inactive or inconclusive. A portion of the library; the hit share may differ from the screen's.

SMILES | TrxR1 substrate | HP1b chromo inh | mIDH1 inhibitor | PGK inhibitor | GLS inh | Pin1 inh | USP1 inh | PI4K2A block | TrxR1 inh
O=C(c1ccccc1)N1N=C(c2ccccc2)CC1c1cccs1 (centres undefined) | 1% | 68%[activator] | 1% | -4% | -1% | 8% | -26% | 1 | 19%
O=C(COc1ccc(Cl)cc1)N/N=C/c1cccc2cccnc12 | 7% | 26% | -3% | 0% | 0% | 9% | 0% | 2 | -7%
COc1ccc([C@H]2CC(=O)C=C(c3ccc4c(c3)OCCO4)C2)cc1 | 10%[57.1 µM] | 27% | 5% | -8% | 4% | -5% | -29% | -2 | 20%[57.1 µM]
COc1cc([C@H]2OC[C@H]3[C@@H]2CO[C@H]3c2ccc(O)c(OC)c2)ccc1O | -1% | 28% | -1% | 1% | 9% | -11% | -7% | 0 | 6%
CCOc1ccccc1C(=S)NC1CCCCC1 | 8%[57.1 µM] | 25% | 10% | -13% | 3% | 0% | -25% | -3 | -1%[57.1 µM]
Cc1cc2oc(=O)cc(Cn3ccnc3)c2cc1C | 1% | 25% | -4% | 11% | -8% | 2% | -8% | 6 | -3%
O=C(Nc1nnc(-c2cc(Cl)ccc2Cl)o1)c1ccc2c(c1)OCCO2 | 3%[57.1 µM] | 26%[57 µM] | 17% | i | -7% | -8% | -23% | 7 | 31%[57.1 µM]
COc1ccc(CCNC(=O)C(CC(C)C)NC(N)=O)cc1 (centres undefined) | 2% | 30% | 3% | 11% | 11% | 2% | -8% | 0 | 20%
O=C(c1ccc(Cl)cc1)c1oc2ccccc2c1CS(=O)c1ccccc1 (centres undefined) | 0% | -4% | 6% | i | 3% | -3% | -12% | 3 | 22%
CC(=O)Nc1ccc(S(=O)(=O)NC2(C(F)(F)F)C(=O)Nc3c2c(=O)[nH]c(=O)n3C)cc1 (centres undefined) | 6% | 33% | 3% | i | -6% | -2% | 0% | 6 | 11%
COc1ccc2[nH]c(=O)c(C(c3nnnn3C(C)(C)C)N(Cc3ccco3)CC3CCCO3)cc2c1 (centres undefined) | 10%[57.1 µM] | 18% | -6% | -1% | 6% | ? | -6% | -7 | ?
COc1ccc(OC)c(NC(=O)c2cc(-c3cc(C)c(C)cc3O)n[nH]2)c1 | 79% | 17% | 4% | -8% | -11% | 4% | -15% | 4 | 45%
CCN(CC)S(=O)(=O)c1ccc2c(c1)c(=O)c(C(=O)NCc1ccco1)cn2C | 1% | 5% | -3% | 1% | -22% | 0% | -11% | 1 | 10%
COc1cc2sc(-c3ccc(S(C)(=O)=O)cc3)c(C(=O)NCCCCO)c2cc1OC | 53%[activator] | 32% | -11% | 8% | -1% | -3% | -25% | 0 | -3%
C[C@@H]1CN([C@@H](C)CO)C(=O)CCCn2nncc2CO[C@H]1CN(C)C(=O)Nc1ccc(F)cc1 | . | . | -2% | 1% | 2% | . | 7% | 8 | .
c1ccc(CCNc2nc3ccccc3n3nnnc23)cc1 | 44%[activator] | 25% | -1% | 4% | 4% | ? | -2% | -2 | 5%
CCCC(=O)NNC(=O)CCC(=O)NCc1ccccc1 | 7% | 12% | 3% | 0% | -1% | 1% | 0% | 6 | 20%
O=C(CN1C(=O)c2ccccc2S1(=O)=O)NCc1ccco1 | 10%[11.4 µM] | 26% | 0% | -5% | 6% | -9% | ? | 5 | 19%[11.4 µM]
Cc1c(-c2nc(N)nc(Nc3ccccc3)n2)oc2ccccc12 | 9%[57.1 µM] | 38% | 3% | 2% | -2% | 2% | -18% | 10 | 2%[57.1 µM]
Cc1ccc(C(O)P(=O)(OC2CCCCC2)OC2CCCCC2)cc1 (centres undefined) | 9%[57.1 µM] | 14% | 0% | -6% | 1% | -2% | -18% | -2 | 0%
COc1ccccc1C(CNC(=O)CN(C)S(=O)(=O)c1ccc(C)cc1)N1CCCC1 (centres undefined) | 4% | 38% | 2% | -3% | -2% | -1% | -11% | -2 | 16%
COC(=O)c1sc(N2CCN(c3ccc(Cl)cc3)CC2)nc1N | -22%[11.4 µM] | -11% | 9% | -6% | 6% | 4% | -14% | -2 | 25%[11.4 µM]
CCC/C(O)=C1\C(=O)CC(c2ccccc2)CC1=NCCc1c(C)[nH]c2ccccc12 (centres undefined) | -4%[57.1 µM] | 8% | 13% | i | -2% | 9% | -25% | -1 | -53%
CCCCNCC#CCOc1cc(C)ccc1C(C)C | -4% | -3% | 23% | -1% | 2% | 0% | -23% | 7 | 6%[57.1 µM]
COc1ccc(C(=O)Nc2cc(C(=O)c3ccccc3)c(C)oc2=O)cc1 | -3% | ? | 1% | -7% | 6% | 14% | -1% | 4 | 11µM*
Cc1ccc(NC(=O)CCCc2nnc3n(C)c(=O)c4sccc4n23)cc1C | 5% | 69%[activator] | 0% | -7% | 1% | -4% | 0% | 0 | 7%
COc1ccc(C(=O)/C=C/Nc2ccc([N+](=O)[O-])cc2C)cc1OC | 15%[57.1 µM] | 62%[activator] | 13% | -3% | -2% | ? | -14% | -3 | 15%[57.1 µM]
Cc1ccc(NS(=O)(=O)Cc2ccccc2)nc1 | 142% | 32% | 8% | 3% | -9% | 6% | -29% | -2 | 14%[11.4 µM]
CC1(c2nnc(-c3ccccc3)o2)CC(c2cccc(Cl)c2)=NO1 (centres undefined) | -1%[57.1 µM] | 95%[activator] | 7% | -7% | -1% | 8% | -28% | -3 | -3%[57.1 µM]
CC(C)OCCCN1CN(S(=O)(=O)c2ccc(Cl)cc2)c2nc3ccccc3nc21 | 2% | 26% | 4% | -3% | 4% | ? | -7% | -16 | 4%
Cc1nc2cc(C(=O)O)ccc2s1 | 4%[57.1 µM] | 47% | -2% | -2% | 9% | 1% | -13% | 1 | -8%[57.1 µM]
Cc1ccc(NC(=O)CSCC(=O)NC2CCCCC2)cc1 | -2% | 36% | 4% | -3% | -12% | ? | -16% | -2 | 2%
COc1ccc(C(=O)Nc2ccc(Cl)cn2)cc1Cl | 3% | 23% | 8% | -11% | 15% | 14% | -1% | 1 | 20%
O=C(O)c1ccc[n+](Cc2ccc([N+](=O)[O-])cc2)c1 | 7% | 42%[activator] | -4% | 1% | 11% | -13% | -15% | 0 | 30%
COc1ccc(NC(=O)c2cccs2)cc1O | -16% | 25% | 3% | -7% | 17% | 2% | -4% | 5 | 13%[57.1 µM]
O=C(c1cnn(C(=O)COc2ccccc2F)c1)c1cc(F)ccc1O | 3% | 40%[activator] | -9% | -10% | 26% | 0% | -21% | 7 | -21%
O=C(CN1CCOCC1)Nc1ccc([N+](=O)[O-])cc1Br | 1% | 42%[activator] | 12% | -5% | -2% | 10% | -18% | 0 | -2%
CCc1nc2c(sc3nc4c(cc32)COC(C)(C)C4)c(=O)n1Cc1ccco1 | 5% | -15% | 6% | i | 1% | 17% | -21% | -22 | ?
O=C(NCc1ccc(F)cc1)C1CCC(CNc2c(N3CCOCC3)c(=O)c2=O)CC1 (centres undefined) | 1% | 30% | -2% | -2% | 20% | -1% | -9% | -5 | 29%
c1ccc(-c2nnc(CSc3ccc4c(c3)OCCO4)o2)cc1 | 0% | 58%[activator] | 2% | 4% | -4% | 0% | -17% | 5 | 22%
O=C(Cn1nc(Cc2cccnc2)c2ccccc2c1=O)Nc1cccc(C(F)(F)F)c1 | -7% | 20% | -30% | -7% | -15% | 16% | -20% | -10 | 12%
Cc1ccccc1CC(=O)NCCN1CCCCC1 | 7%[57.1 µM] | 12% | 0% | -4% | 3% | 1% | -3% | 1 | 7%[57.1 µM]
CC(C)(C)OC(=O)N1CC2Cc3[nH]c(=O)ccc3C(C2)C1 (centres undefined) | -4% | 19% | 3% | -7% | 7% | 7% | -2% | 1 | 0%
Cc1ccc(S(=O)(=O)N2CCCCC2)cc1NC(=O)c1cc(=O)[nH]c2ccccc12 | -4% | 11% | -4% | 2% | 14% | -6% | -6% | -1 | -19%
CC1C(=O)NN=C1C(=O)N/N=C/c1ccco1 (centres undefined) | -10% | -16% | 1% | i | -4% | -7% | 5% | -4 | 14%[57.1 µM]
O=C(Nc1nc2ccc(Cl)cc2s1)c1cccc(N2C(=O)CCC2=O)c1 | 42%[activator] | 38% | -3% | i | -14% | 19% | -8% | 1 | 67%[activator]
COc1cccc(Cn2c(SCC(=O)N(C)c3ccccc3)nc3ccccc32)c1 | -4%[57.1 µM] | 5% | -2% | i | -8% | 0% | -18% | -12 | 8%[57.1 µM]
Cc1ccc(S(=O)(=O)N2CCCC2C(=O)OCC(=O)Nc2ccc3c(c2)OCO3)cc1 (centres undefined) | -4% | 22% | 4% | -3% | -4% | 0% | -13% | 5 | -4%

Three compounds from above, arranged by their value in HP1b chromo inh, smallest number first.
SMILES | TrxR1 substrate | HP1b chromo inh | mIDH1 inhibitor | PGK inhibitor | GLS inh | Pin1 inh | USP1 inh | PI4K2A block | TrxR1 inh
COc1cccc(Cn2c(SCC(=O)N(C)c3ccccc3)nc3ccccc32)c1 | -4%[57.1 µM] | 5% | -2% | i | -8% | 0% | -18% | -12 | 8%[57.1 µM]
Cc1ccccc1CC(=O)NCCN1CCCCC1 | 7%[57.1 µM] | 12% | 0% | -4% | 3% | 1% | -3% | 1 | 7%[57.1 µM]
CC(C)(C)OC(=O)N1CC2Cc3[nH]c(=O)ccc3C(C2)C1 (centres undefined) | -4% | 19% | 3% | -7% | 7% | 7% | -2% | 1 | 0%

Screens as filed in PubChem BioAssay.
